TAG inh = inhibitors of triacylglycerol accumulation, primary screen, cell-based, uHTS, fluorescence, H9c2. H9c2 cells, Nile Red lipid (TAG) fluorescence; cells loaded with 200 µM oleic acid. inhibition, % at 12.5 µM. 0.66% of 230,000 active;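 active = pattern-corrected inhibition of lipid staining of at least 50% with the nuclear-stain viability signal not falling by more than 50%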;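 also: 0% = DMSO wells and 100% = triacsin C control wells; some results filed as inactive read as strong as hits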
TAG inh DAPI viability = further read-out of TAG inh, marked with its call; DAPI nuclei signal change (viability), lower = more cytotoxic, %;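 whole-well DAPI fluorescence read on a plate reader as a viability signal; minus 50 percent equals half of cells still viable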
Numbers without * were called inactive; & = joins results of further samples. A portion of the library, so the mix of outcomes need not match the whole.

Preview, 2 compounds:
Screening Oc1ccccc1C(Nc1nccs1)c1ccc2cccnc2c1O (stereo not given) returned TAG inh 52.0* and TAG inh DAPI viability -21.8*.
`NNc1cc2c(nn1)CCN(C(=O)c1ccccc1)C2` gave TAG inh -5.5 and TAG inh DAPI viability 2.4.

Results (from the top)
Screening Oc1ccccc1C(Nc1nccs1)c1ccc2cccnc2c1O (stereo not given) returned TAG inh 52.0* and TAG inh DAPI viability -21.8*.
`NNc1cc2c(nn1)CCN(C(=O)c1ccccc1)C2` gave TAG inh -5.5 and TAG inh DAPI viability 2.4.
`CN(CC(=O)Nc1ccc(F)c(F)c1F)C(=O)c1n[nH]c(=O)c2ccccc12` gave TAG inh -2.7 and TAG inh DAPI viability -5.4.
Screening COc1cc(OC)c(C(=O)NCCCN2CCOCC2)cc1OC returned TAG inh -4.0 and TAG inh DAPI viability 3.0.
Screening O=C(Cn1nnc(-c2cccs2)n1)NNC(=O)c1ccccc1Cl returned TAG inh -1.0 and TAG inh DAPI viability -6.5.
For O[C@H]1C[C@H](c2ccccc2)N(CC2CCCCC2)C[C@@H]1n1cc(-c2ccc(F)cc2)nn1 the results were TAG inh 0.9 and TAG inh DAPI viability -3.4.
Screening CN1/C(=C\C(=O)COC(=O)C2COc3ccccc3O2)C(C)(C)c2ccccc21 (stereo not given) returned TAG inh -42.6 and TAG inh DAPI viability 9.6.
Screening N#C/C(=C\c1c(N2CCCCC2)nc2ccccn2c1=O)S(=O)(=O)c1ccccc1 returned TAG inh -3.2 and TAG inh DAPI viability 3.6.
Cc1ccc(-c2nnn(CC(=O)N(Cc3cccs3)C(C(=O)NC(C)(C)C)c3ccco3)n2)o1 (stereo not given) was read as TAG inh 19.5 and TAG inh DAPI viability -3.7.
Screening COCCn1c(C)cc(C(=O)COC(=O)c2cccnc2SC)c1C returned TAG inh 3.5 and TAG inh DAPI viability -2.1.
`CC(C)(Oc1ccc(Cl)cc1)C(=O)OCC(=O)N1CCCC1` gave TAG inh -1.7 and TAG inh DAPI viability -0.4.
Screening O=C(CSc1nc2ccccc2[nH]1)NCC1CCCO1 (stereo not given) returned TAG inh 3.4 and TAG inh DAPI viability 5.1.
CCOC(=O)c1sc(=S)n(CC)c1N was read as TAG inh -6.2 and TAG inh DAPI viability 11.7.
For Cc1cccc(CSc2nc3c(c(=O)n2C)SCC3)c1 the results were TAG inh -11.3 and TAG inh DAPI viability -1.3.
Screening Nc1nccnc1C(=O)N/N=C/c1ccco1 returned TAG inh 1.3 and TAG inh DAPI viability -0.2.
O=C(Nc1ccc(-c2ccc3nncn3n2)cc1)C1CCCCC1 was read as TAG inh 25.7 and TAG inh DAPI viability -8.7.
Screening O=S(=O)(NCCCc1ccccc1)c1ccc(Br)cc1 returned TAG inh 1.2 and TAG inh DAPI viability -0.6.
COc1cccc(CN2CCN(C(=O)c3ccc(-c4ccccc4)cc3)CC2)c1 was read as TAG inh -7.3 and TAG inh DAPI viability 3.5.
For CCOc1ccc(CN(C)C(=O)c2cccc(S(=O)(=O)N3CCCC3)c2)cc1OC the results were TAG inh 8.4 and TAG inh DAPI viability -11.1.
`COc1ccc(N2C(=O)CC(Sc3nnc(-c4ccccc4F)n3C)C2=O)cc1` (stereo not given) gave TAG inh 22.4 and TAG inh DAPI viability -18.8.

Entries shown so far that contain a Cl atom:
Screening O=C(Cn1nnc(-c2cccs2)n1)NNC(=O)c1ccccc1Cl returned TAG inh -1.0 and TAG inh DAPI viability -6.5.
`CC(C)(Oc1ccc(Cl)cc1)C(=O)OCC(=O)N1CCCC1` gave TAG inh -1.7 and TAG inh DAPI viability -0.4.

The listing continues.
Cc1ccc(C2C(C#N)=C(N)Oc3n[nH]c(-c4cccs4)c32)cc1 (stereo not given) was read as TAG inh 1.4 and TAG inh DAPI viability -10.9.
For COc1ccc2oc(=O)cc(CN3CCOCC3)c2c1 the results were TAG inh -6.9 and TAG inh DAPI viability 3.7.
CCCCn1c(C)csc1=Nc1cccnc1 was read as TAG inh 26.4 and TAG inh DAPI viability 0.1.
Screening COC(=O)C1=C(C)NC(C)=C(C(=O)OC)C1C(=O)OC(C)C(=O)c1ccccc1 (stereo not given) returned TAG inh 7.2&5.1 and TAG inh DAPI viability 0.3&-8.6.
CCOC(=O)Cn1cnc2sc(C(=O)OC)c(C)c2c1=O was read as TAG inh 6.3 and TAG inh DAPI viability -8.4.
For CCC(CCC(=O)Nc1ccn(-c2ccccc2)n1)C(=O)O (stereo not given) the results were TAG inh -0.3 and TAG inh DAPI viability -11.8.
For CCOc1ccc(CCNC(=O)c2cccc(-n3cnnn3)c2)cc1OCC the results were TAG inh 15.8 and TAG inh DAPI viability -8.8.
Screening NS(=O)(=O)c1ccc(CCNC(=O)COC(=O)/C=C/c2cc(Br)ccc2F)cc1 returned TAG inh 1.9 and TAG inh DAPI viability -3.0.
`Cc1ccccc1OC(C)C(=O)Nc1ccc(S(=O)(=O)N2CCCC2)cc1` (stereo not given) gave TAG inh -21.8 and TAG inh DAPI viability -6.7.
`O=c1cc(O)nc[nH]1` gave TAG inh 0.5 and TAG inh DAPI viability 5.0.
For CCCC(=O)Nc1cc2c(cc1C(=O)c1ccccc1)OCCO2 the results were TAG inh 2.1 and TAG inh DAPI viability 10.7.
COc1ccc(OCC(=O)OCC(=O)Nc2ccc3[nH]c(=O)[nH]c3c2)cc1 was read as TAG inh -10.7 and TAG inh DAPI viability 8.0.
Screening CSCCC(NC(=O)c1ccco1)C(=O)N1CCCCCCC1 (stereo not given) returned TAG inh -3.0 and TAG inh DAPI viability 2.8.
O=C(CSc1nnc2ccccn12)Nc1ccc(S(=O)(=O)N2CCOCC2)cc1 was read as TAG inh 1.2 and TAG inh DAPI viability -2.6.
Cc1ccc(CNC(=O)C(N=C2NS(=O)(=O)c3ccccc32)C(C)C)cc1 (stereo not given) was read as TAG inh 0.8 and TAG inh DAPI viability -2.1.
CC(C)NC(=O)c1nn2c(C(F)(F)F)cc(-c3ccco3)nc2c1Cl was read as TAG inh -28.8 and TAG inh DAPI viability 2.5.
CC(=O)Nc1ccc(NC(=O)C2(C)Cc3c(-c4ccccc4)ccnc3O2)cc1 (stereo not given) was read as TAG inh 4.0 and TAG inh DAPI viability 0.4.
Screening COC(=O)c1ccc(-n2c(C)cc(C(=O)COC(=O)C3=COCCO3)c2C)cc1 returned TAG inh -12.2 and TAG inh DAPI viability 6.7.
Cc1ccc(Nc2nnc(SCC(=O)N(C)C3CCS(=O)(=O)C3)s2)cc1 (stereo not given) was read as TAG inh 19.7 and TAG inh DAPI viability -13.7.
For CC1(C)CC(=O)C2=C(C1)N1C(=C(C#N)C2c2ccc(Cl)cc2)N=C(N)c2ccccc21 (stereo not given) the results were TAG inh 6.1 and TAG inh DAPI viability -16.2.

3 entries already listed, sorted by length of the SMILES, descending:
COc1ccc(OCC(=O)OCC(=O)Nc2ccc3[nH]c(=O)[nH]c3c2)cc1 was read as TAG inh -10.7 and TAG inh DAPI viability 8.0.
Cc1ccc(Nc2nnc(SCC(=O)N(C)C3CCS(=O)(=O)C3)s2)cc1 (stereo not given) was read as TAG inh 19.7 and TAG inh DAPI viability -13.7.
For CCCC(=O)Nc1cc2c(cc1C(=O)c1ccccc1)OCCO2 the results were TAG inh 2.1 and TAG inh DAPI viability 10.7.

As a working copy, some entries already given:
Screening COC(=O)c1ccc(-n2c(C)cc(C(=O)COC(=O)C3=COCCO3)c2C)cc1 returned TAG inh -12.2 and TAG inh DAPI viability 6.7.
Cc1ccc(Nc2nnc(SCC(=O)N(C)C3CCS(=O)(=O)C3)s2)cc1 (stereo not given) was read as TAG inh 19.7 and TAG inh DAPI viability -13.7.
For CC1(C)CC(=O)C2=C(C1)N1C(=C(C#N)C2c2ccc(Cl)cc2)N=C(N)c2ccccc21 (stereo not given) the results were TAG inh 6.1 and TAG inh DAPI viability -16.2.

The list continues:
Screening COc1ccc(OC)c2c1sc(=NC(=O)C1CCCCC1)n2C returned TAG inh 0.4 and TAG inh DAPI viability -3.5.
Screening O=C(OCc1ccc(Cl)c(Cl)c1)c1cnccn1 returned TAG inh 9.9 and TAG inh DAPI viability -10.5.
CCOC(=O)[C@@H]1[C@H]2COc3ccccc3[C@H]2N2C(=O)N(c3cccc(F)c3)C(=O)[C@]12C was read as TAG inh 10.9 and TAG inh DAPI viability -6.1.
Screening O=C(O)CCN1C(=O)/C(=C\c2ccncc2)SC1=S returned TAG inh 17.7 and TAG inh DAPI viability -12.7.
Screening Nc1c(C(=O)Nc2ccccc2)sc2ncc([N+](=O)[O-])cc12 returned TAG inh -9.5 and TAG inh DAPI viability 5.1.
Screening CCn1nnnc1SCC(=O)N1c2ccccc2Sc2ccccc21 returned TAG inh -7.9 and TAG inh DAPI viability 3.8.
For CC(C)NC(=O)N(C)C[C@H]1Oc2ccc(NC(=O)C3CC3)cc2C(=O)N([C@H](C)CO)C[C@@H]1C the results were TAG inh -15.6 and TAG inh DAPI viability -9.1.
`Cc1ccc(NS(C)(=O)=O)c(C(=O)c2ccccc2)c1` gave TAG inh -9.1 and TAG inh DAPI viability 5.6.
For COc1ccc(Cc2nc3ccc(C(=O)NCc4cccc(C)n4)cc3o2)cc1OC the results were TAG inh -4.4 and TAG inh DAPI viability 1.1.
CC(=O)OC1c2ccccc2C(=O)N1Cc1ccccc1 (stereo not given) was read as TAG inh 2.7 and TAG inh DAPI viability -9.2.
CCOc1ccc2c(c1)C(=NNC(=O)c1ccccn1)c1cc(OCC)ccc1-2 was read as TAG inh 9.8 and TAG inh DAPI viability -0.6.
`COc1cc(/C=C2\SC(=S)N(c3cccnc3)C2=O)ccc1O` gave TAG inh -1.5 and TAG inh DAPI viability -5.9.
`Cc1nc(SCC(=O)Nc2c(C)n(C)n(-c3ccccc3)c2=O)n[nH]1` gave TAG inh 27.1 and TAG inh DAPI viability -17.4.
For O=C(O)CCCN1C(=O)/C(=C\c2ccc(-c3nc4ccccc4s3)o2)SC1=S the results were TAG inh -6.7 and TAG inh DAPI viability 7.8.
`CCNS(=O)(=O)c1ccc(Br)c(C(=O)OC(C)C(=O)NCC2CCCCC2)c1` (stereo not given) gave TAG inh 1.5 and TAG inh DAPI viability -2.1.
`Cn1c(=O)c2ncn(CC(=O)Nc3ccc4c5c(cccc35)CC4)c2n(C)c1=O` gave TAG inh -19.0 and TAG inh DAPI viability -5.9.
Screening Cc1c(C(=O)OC/C(O)=C(\C#N)c2nc3ccccc3[nH]2)oc2ccccc12 returned TAG inh 3.9 and TAG inh DAPI viability -5.9.
`O=C(O)C1CCCNC1` (stereo not given) gave TAG inh -1.7 and TAG inh DAPI viability 9.3.
Screening N#Cc1ccc(COC(=O)c2ccc(N3CCCC3)c([N+](=O)[O-])c2)cc1 returned TAG inh -19.9 and TAG inh DAPI viability -5.7.
CCOc1ccc(N2CC(C(=O)NCc3ccccc3)CC2=O)cc1 (stereo not given) was read as TAG inh 10.9 and TAG inh DAPI viability -6.7.
For O=C1OCCN1C(=O)[C@H]1[C@H](c2ccc([N+](=O)[O-])cc2)C(c2ccc(F)cc2)=NN1c1ccc(Br)cc1 the results were TAG inh 11.3 and TAG inh DAPI viability -9.9.
`Fc1ccccc1NC(=S)N/N=C/c1ccccc1Br` gave TAG inh 10.2 and TAG inh DAPI viability -5.7.
C=CCn1c(=O)c(C(=O)NCCN(CC)CC)c(O)c2ccccc21 was read as TAG inh 1.9 and TAG inh DAPI viability 6.7.
`CC(=O)OCCCCON1C(=O)c2ccccc2C1=O` gave TAG inh 3.6 and TAG inh DAPI viability -9.3.
CCOC(=O)N1CCC(N(CCOC)C(=S)Nc2cccc(SC)c2)CC1 was read as TAG inh -15.1 and TAG inh DAPI viability -8.9.
For CCN(C(=O)COC(=O)C1CCN(S(=O)(=O)c2ccc3c(c2)OCCO3)CC1)C1CCS(=O)(=O)C1 (stereo not given) the results were TAG inh 12.9 and TAG inh DAPI viability 6.3.
`CCC(C)c1ccccc1N1CC(C(=O)N2CCN(c3ccccc3)CC2)CC1=O` (stereo not given) gave TAG inh -27.2 and TAG inh DAPI viability -2.9.
For O=C(NC1CCCc2c1cnn2-c1ccc(F)cc1F)c1ccccc1N1CCOCC1 (stereo not given) the results were TAG inh 0.0 and TAG inh DAPI viability -5.5.
Cc1ccc(-c2nc(CS(=O)(=O)CC(=O)NC3CCCCC3C)c(C)o2)cc1 (stereo not given) was read as TAG inh 9.1 and TAG inh DAPI viability 2.8.
Nc1c(Cl)cc(-c2csc(N3CCCC3c3nc4cc(Cl)c(N5CCCCC5)cc4n3CCOCCO)n2)cc1Cl (stereo not given) was read as TAG inh 75.0* and TAG inh DAPI viability 4.3*.
Nc1ccc(Sc2nc3ccccc3[nH]2)cc1 was read as TAG inh -14.4 and TAG inh DAPI viability 4.7.
Screening COc1ccccc1C(c1nnnn1CC1CCCO1)N1CCN(c2ccccc2)CC1 (stereo not given) returned TAG inh -3.3 and TAG inh DAPI viability -2.5.
`O=C(O)c1ccccc1Nc1ccccc1` gave TAG inh 8.4 and TAG inh DAPI viability -5.3.
Screening Cc1ccc(-n2c([S-])c(C(=O)Nc3ccc(OC(F)F)cc3)[n+]3ccc(C(=O)NCCO)cc23)cc1C returned TAG inh 2.3 and TAG inh DAPI viability 7.0.
CC(=O)N1CCC(N2CCN(Cc3ccc(C)cc3)C(CCO)C2)CC1 (stereo not given) was read as TAG inh 0.8 and TAG inh DAPI viability -0.3.
C[C@H](CO)N1C[C@H](C)[C@@H](CN(C)Cc2ccc(Cl)c(Cl)c2)Oc2ccc(NC(=O)Cn3cnnn3)cc2C1=O was read as TAG inh -4.5 and TAG inh DAPI viability 2.6.
CN(Cc1cnccn1)Cc1nc(Cc2ccccc2Cl)no1 was read as TAG inh -10.4 and TAG inh DAPI viability 5.3.
`CCOC(=O)C1(CCc2ccccc2)CCN(C(=O)c2cccc(C)n2)CC1` gave TAG inh -7.7 and TAG inh DAPI viability 0.8.
`COc1ccc(S(=O)(=O)N2c3cc(C)ccc3OCC2C(C)(C)C)cc1` (stereo not given) gave TAG inh 43.7 and TAG inh DAPI viability -7.8.
`c1ccc2c(c1)Cn1c-2nc2ccccc21` gave TAG inh 7.7 and TAG inh DAPI viability -9.9.
`O=S(=O)(Nc1ncccn1)c1ccc(NC(=S)Nc2ccccc2Cl)cc1` gave TAG inh 6.6 and TAG inh DAPI viability 6.1.
Screening Cc1cc(C)c2c(N)c(C(=O)c3ccccc3)sc2n1 returned TAG inh 2.7 and TAG inh DAPI viability 0.9.
